Bcl-2 Bim block: inhibitors of Bim-Bcl-2 interaction, human | P10415 | Bead-based flow cytometry, Bim peptide-Bcl-2 binding | inhibition, % at 10 µM | 190,000 compounds, 0.06% hits | AID 950; in the data active = inhibition above about 40%; inconclusive = no clear call, values can overlap the other calls;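 note: 0% = no compound wells with probe peptide and 100% = reference peptide inhibitor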
Target sequence (P10415 whole entry, looked up): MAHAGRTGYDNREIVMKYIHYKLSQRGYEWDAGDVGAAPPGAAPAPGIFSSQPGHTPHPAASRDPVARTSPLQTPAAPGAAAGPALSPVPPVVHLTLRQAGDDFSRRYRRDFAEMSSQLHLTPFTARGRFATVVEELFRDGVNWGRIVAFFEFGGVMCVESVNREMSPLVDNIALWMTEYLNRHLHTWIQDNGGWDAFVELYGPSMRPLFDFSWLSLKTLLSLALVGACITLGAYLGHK
RGS8-Gao: human RGS8-Galphao interaction regulation; multiplexed bead flow cytometry, RGS8-Galphao binding; actives lie on both sides; response (percent of control binding), % at 10 µM; P09471; 220,000 compounds, 0.34% hits; in the data active = response below about 60% or above about 140%; inactive = in between;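 note: Galphao activated as the GDP aluminium fluoride complex binding bead-coupled RGS8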
Target sequence (P09471 whole entry, looked up): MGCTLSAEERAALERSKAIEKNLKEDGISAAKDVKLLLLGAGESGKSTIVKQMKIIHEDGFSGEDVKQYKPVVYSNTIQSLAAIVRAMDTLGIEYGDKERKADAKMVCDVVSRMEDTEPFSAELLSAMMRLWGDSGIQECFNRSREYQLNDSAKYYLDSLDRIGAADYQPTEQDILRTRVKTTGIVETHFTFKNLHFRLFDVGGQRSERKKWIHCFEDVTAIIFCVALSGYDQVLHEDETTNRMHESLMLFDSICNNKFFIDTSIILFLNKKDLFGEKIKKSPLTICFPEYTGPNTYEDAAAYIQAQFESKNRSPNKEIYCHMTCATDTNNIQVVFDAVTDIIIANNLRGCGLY
GSH bead fluor: GSH bead compound fluorescence profile | 190,000 compounds, 0.25% hits | fluorescence (KMESF) at 10 µM | GSH beads flow cytometry, compound fluorescence 488/530 nm; hits give high values; in the data active = fluorescence above about 89;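 note: glutathione beads carrying GST-tagged Bcl family fusion proteins plus one bare bead set; values are compound well signal with DMSO vehicle wells as background; inactives centre near 16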
RGS4-Gao reg: human RGS4-Galphao interaction regulation | AID 1415 | P09471 | 220,000 compounds, 0.33% hits | Multiplexed bead flow cytometry, RGS4-Galphao binding; actives lie on both sides | binding response (% of control), % at 10 µM; in the data active = binding response below about 49% or above about 150%; inactive = in between;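 note: fluorescent Galphao activated with aluminum fluoride binding bead-coupled RGS4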
RGS7-Gao: human RGS7-Galphao interaction regulation | Multiplexed bead flow cytometry, RGS7-Galphao binding; actives lie on both sides | AID 1439 | binding response (% of control), % at 10 µM | P09471 | 220,000 compounds, 0.35% hits; in the data active = binding response below about 49% or above about 150%; inconclusive = no clear call, values can overlap the other calls; inactive = in between;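 note: fluorescent Galphao held in activated GDP-AlF4 state binding bead-coupled RGS7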
Bim-Bfl-1: human Bim-Bfl-1 interaction inhibition. Q16548. Bead-based flow cytometry, Bim-Bfl-1 binding inhibition. inhibition, % at 10 µM. 190,000 compounds, 0.12% hits;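 note: 0% = wells without compound plus tracer and 100% = blocker peptide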
Bim-Bcl-XL: inhibitors of Bim-Bcl-XL interaction, human | Q07817 | Bim peptide-Bcl-XL binding, bead flow cytometry, fluorescence | inhibition, % at 10 µM | 190,000 compounds, 0.04% hits | AID 1007
Target sequence (Q07817 whole entry, looked up): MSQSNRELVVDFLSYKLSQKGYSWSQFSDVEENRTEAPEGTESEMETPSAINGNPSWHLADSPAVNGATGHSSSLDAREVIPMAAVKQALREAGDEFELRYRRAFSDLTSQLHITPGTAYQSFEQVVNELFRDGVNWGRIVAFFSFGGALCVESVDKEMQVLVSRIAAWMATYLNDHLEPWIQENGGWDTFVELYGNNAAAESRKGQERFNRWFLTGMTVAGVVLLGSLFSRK
ABCB1 inh: inhibitors of human ABCB1 transporter, ABCG2 counter-screen | P08183 | CCRF-Adr cells, JC-1 efflux, flow cytometry | inhibition, % at 6.6 µM | 190,000 compounds, 0.067% hits | AID 1326; in the data active = inhibition above about 40%;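 note: 0% = vehicle and 100% = reference inhibitor; higher value means more JC-1 retained so stronger ABCB1 efflux block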
ABCG2 inh: human ABCG2 inhibition, ABCB1 as counter-screen | Q9UNQ0 | IgMXP3 cells, JC-1 efflux, flow cytometry | inhibition, % at 6.6 µM | 190,000 compounds, 0.1% hits;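 active = inhibition above 80%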;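 note: 0% = DMSO and 100% = nicardipine control wells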
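test system = two drug-resistant human cell lines, ABCG2 and ABCB1 | amount = 3 million cells/mL final, two lines in 1:1 ratio | reagent = JC-1 transporter substrate | doses = one concentration, 6.6 µM final | incubation = 10 min at 25 °C | signal = flow cytometric JC-1 green MFI at 530 nm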
Bcl-B Bim block: inhibitors of Bim-Bcl-B interaction, human. Q9HD36. bead-based flow cytometry, Bim peptide-Bcl-B binding. inhibition, % at 10 µM. 190,000 compounds, 0.073% hits. AID 951;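 note: 0% = tracer peptide without compound and 100% = reference inhibitor peptide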
Target sequence (Q9HD36 whole entry, looked up): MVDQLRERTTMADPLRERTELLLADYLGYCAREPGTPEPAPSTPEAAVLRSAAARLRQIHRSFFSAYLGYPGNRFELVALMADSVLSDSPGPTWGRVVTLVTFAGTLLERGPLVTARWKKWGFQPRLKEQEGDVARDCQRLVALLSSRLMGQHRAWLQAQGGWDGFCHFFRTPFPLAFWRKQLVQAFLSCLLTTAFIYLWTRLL
Bcl-W Bim block: human Bim-Bcl-W interaction inhibition; bead-based flow cytometry, Bim peptide-Bcl-W binding; Q92843; 190,000 compounds, 0.02% hits; AID 952; inhibition, % at 10 µM;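 note: 0% = bound tracer without compound and 100% = peptide blocker; higher means less fluorescent Bim peptide bound to Bcl-W beads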
* marks the source's active call; other numbers are inactive results; ? = inconclusive. Cut-off read from the data, not from the text of the source, unless noted: active = inhibition above about 40%.

SMILES	Bcl-2 Bim block	RGS8-Gao	GSH bead fluor	RGS4-Gao reg	RGS7-Gao	Bim-Bfl-1	Bim-Bcl-XL	ABCB1 inh	ABCG2 inh	Bcl-B Bim block	Bcl-W Bim block
C=CCOC(=O)C1=C[C@H](c2ccc(C(F)(F)F)cc2)[C@@H](CCCO)[C@H](OCC)O1	1	96	17	98	98	-1	2	0.6	5	0	1
COc1ccc(Br)cc1CN(C)C(C)C(=O)Nc1cccc(C(C)=O)c1 (stereo not given)	-2	100	9	103	111	-4	0	1.4	10	-2	0
S=c1[nH]nc(-c2cccs2)n1/N=C/c1c(Cl)cccc1Cl	-3	94	16	101	103	11	-1	-1.4	-4	-16	0
COc1ccc(NC(=O)Nc2ccc3c(c2)N(C)C(=O)CS3)cc1OC	-9	102	18	97	96	-12	-1	0.1	1	-6	0
Oc1cccc(NC(=S)Nc2cccnc2)c1	6	100	7	95	87	1	-1	-0.6	-3	13	0
CC(=O)N1Cc2cc([N+](=O)[O-])ccc2Oc2ccccc21	0	100	15	98	101	3	0	0.1	1	3	1
O=C(Cc1cccc2ccccc12)Nc1ccc2oc(-c3ccccc3)nc2c1	-9	104	29	105	107	-9	-8	-0.6	8	-5	-2
CCCC(=O)NC(c1cccs1)c1cc(Cl)c2cccnc2c1O (stereo not given)	-5	103	18	101	105	0	-1	0.2	0	0	1
N#Cc1ccccc1Cn1c(=O)n(C2CCCC2)c(=O)c2ccccc21	-7	102	35	101	101	-16	-2	4.1	21	-6	0
Cc1ccc(C)c(C(=O)NCc2ccncc2)c1	-2	96	18	98	96	-1	0	0.3	4	-2	-1
Cc1cc(NC(=O)c2noc3c2CCCC3)n(-c2ccccc2)n1	-14	103	12	105	103	-13	-8	0.2	1	-12	-5
Cc1ccc(OCC(=O)NNC(=O)C2CCN(c3ncccn3)CC2)cc1	-2	97	31	97	94	0	-2	-0.1	0	0	0
Cn1ncc(C#N)c1NC(=O)C1CC(c2c(F)cccc2Cl)=NO1 (stereo not given)	0	105	9	94	97	0	0	0.3	2	0	2
O=C1OC(c2ccccc2)=N/C1=C\C=C\c1ccccc1[N+](=O)[O-]	3	100	7	94	95	0	0	-0.4	-3	1	-2
CS(=O)(=O)N(CC(=O)N1CCN(c2ccccc2)CC1)Cc1ccc(Cl)cc1	-9	104	52	103	102	-8	-9	0.1	0	-8	1

The closing 2 records of the part before lead into the next.
SMILES	Bcl-2 Bim block	RGS8-Gao	GSH bead fluor	RGS4-Gao reg	RGS7-Gao	Bim-Bfl-1	Bim-Bcl-XL	ABCB1 inh	ABCG2 inh	Bcl-B Bim block	Bcl-W Bim block
O=C1OC(c2ccccc2)=N/C1=C\C=C\c1ccccc1[N+](=O)[O-]	3	100	7	94	95	0	0	-0.4	-3	1	-2
CS(=O)(=O)N(CC(=O)N1CCN(c2ccccc2)CC1)Cc1ccc(Cl)cc1	-9	104	52	103	102	-8	-9	0.1	0	-8	1
O=C(COc1cccnc1[N+](=O)[O-])NCCc1ccc(F)cc1	2	98	15	97	?	-4	-1	-0.2	7	1	-2
CCOc1ccc(-c2noc(CCCC(N)=O)n2)cc1OC	-5	100	14	100	99	-1	-5	0.4	2	-7	-6
COc1cccc(OCCNC(=O)c2cc([N+](=O)[O-])cc([N+](=O)[O-])c2)c1	-3	104	9	100	100	-2	-13	0.3	3	-2	-10
COc1ccccc1NC(=S)N(Cc1ccccc1)Cc1cccs1	0	96	21	95	94	-3	0	0.8	8	-1	0
CCCN(CCC)S(=O)(=O)c1ccc(C(=O)N2CCOCC2)cc1	-2	109	11	119	114	-2	0	0.4	1	0	0
O=C(Nc1ncn[nH]1)C(F)(F)C(F)F	-9	94	11	92	88	-9	-4	0.3	6	-4	3
NS(=O)(=O)c1ccc(CCNC(=O)CCCCCNc2nc(=S)[nH]c3ccccc23)cc1	-4	107	10	111	110	-3	-7	-0.8	-8	-3	-7
Cc1occc1C(=O)NCc1cccc(CNC(=O)c2ccoc2C)c1	0	100	12	98	97	-1	-3	-0.2	-1	-2	-4
Cc1ccc(NC(=O)CSCC(=O)O)cc1	0	104	11	99	99	-3	1	0.1	0	-5	0
COc1ccc(C2NC(=O)c3sc(=S)n(-c4ccccc4)c3N2)cc1 (stereo not given)	-7	86	11	87	84	-4	-3	0.0	4	-8	0
C=CCCCCCCCC(=O)OC	-3	97	21	104	103	-2	0	0.3	4	-2	1
CN(CC(=O)Nc1ccccc1C(=O)N1CCCC1)S(=O)(=O)c1ccc(Br)cc1	-5	100	22	101	104	-12	-3	2.5	0	-4	0
Cc1nn(CCOc2ccccc2)c(=O)n1-c1cccc(F)c1	-11	103	14	107	104	-12	-8	1.0	6	-11	1
COc1cc(OC)cc(C(=O)NCC(=O)OCC(=O)C(C)(C)C)c1	-5	101	9	97	98	-13	-5	0.0	2	-7	0
CN1C(=O)/C(=C/c2ccco2)SC1=Nc1cccc(C(=O)O)c1	1	114	22	108	103	2	-2	-0.2	0	-2	-1
c1ccc(Sc2ncnc3c2oc2ccccc23)cc1	-3	101	18	103	104	-1	0	0.3	2	1	-1
O=C(O)C=C1C2CC3CC(C2)CC1C3	-3	102	67	102	99	-5	0	0.1	0	0	2
O=C(Nc1ccccc1Oc1ccccc1)c1cc([N+](=O)[O-])ccc1Cl	-11	107	11	106	106	-5	-11	1.4	34	-12	-6
c1ccc2c(c1)COC(CN1CCCCC1)OC2	4	119	24	110	116	9	4	0.4	1	5	7
Cc1occc1-c1nnc(SCC(=O)Nc2nccs2)n1Cc1ccco1	-1	100	26	98	97	-1	-2	0.6	2	-3	0
Cc1ccccc1N1OC2C(=O)N(c3ccc(F)cc3)C(=O)C2C1c1ccccn1 (stereo not given)	-11	102	28	102	102	-11	-10	0.1	1	-10	-1
O=C(CSc1nnc(-c2ccccc2)o1)Oc1ccc(Br)cc1	-5	103	9	101	99	-8	0	0.1	0	-7	-1
O=C(CCC(=O)N(CC(=O)NC1CCCC1)Cc1ccc2c(c1)OCO2)Nc1nccs1	-1	101	13	102	103	-3	0	0.4	3	-6	-1
COc1cc(NS(C)(=O)=O)c(OC)cc1NC(=O)c1ccccc1	-9	108	20	103	99	-10	-5	0.0	-2	-10	-3
COc1ccc(CC(=O)Nc2ccc(C(C)=O)cc2)cc1	-1	99	10	93	94	0	-5	-0.3	0	-6	-1
COc1ccc(Cn2nnnc2C(c2ccncc2)N2CCOCC2)cc1 (stereo not given)	-8	126	31	124	124	-15	-8	1.2	11	-9	1
Cc1nn(-c2ccccc2)c(C)c1C(=O)OCC(=O)c1c(N)n(CC(C)C)c(=O)n(C)c1=O	-8	102	5	103	102	-12	-6	2.0	3	-6	0
COc1ccc(-n2c(Cc3cccn3C)nnc2SCC(N)=O)cc1	-10	102	23	102	104	-8	-1	-2.3	-3	-5	0
Cc1ccc(Cn2c(SCC(=O)NCc3ccco3)nc3ccsc3c2=O)cc1	5	101	27	99	99	7	9	3.9	21	6	3
COc1ccccc1NS(=O)(=O)c1ccc(N/N=C/C=C/c2ccccc2[N+](=O)[O-])c([N+](=O)[O-])c1	0	99	9	98	94	-4	0	-1.0	0	-1	1
Cc1sc2ncn(CC(=O)NCc3ccco3)c(=O)c2c1-c1ccccc1	0	98	13	96	96	-1	-1	0.0	2	-4	-2
Cc1ccc(C(C(=O)NC2CCCCC2)N(Cc2ccco2)C(=O)Cc2c[nH]c3ccccc23)o1 (stereo not given)	-5	104	54	96	96	-7	-6	1.0	1	-3	5
Cc1cc2ccccn2c1C(=O)c1ccc(Cl)cc1	0	98	11	99	97	-3	-3	1.0	7	-2	-5
CCOC(=O)C1=C(c2ccccc2)N=c2s/c(=C\c3cc(OC)c(OC)c(OC)c3)c(=O)n2C1c1cccs1 (stereo not given)	0	99	20	95	100	3	-1	0.0	1	-10	2
Cc1cc(OCC(=O)NCCCN(C)C)cc(C)c1Br	-1	100	22	103	103	-2	-3	-0.1	0	-3	-3
Clc1ccc(OCCSCc2nc3ccccc3[nH]2)cc1	-14	103	36	105	101	-14	2	0.0	1	-14	-4
O=C(NCc1ccccn1)c1cnc2sccn2c1=O	0	102	10	99	99	-3	-2	-2.7	-7	0	-1
Cc1ccc(CSc2ccc(C(=O)N3CCOCC3)cc2[N+](=O)[O-])cc1	2	103	15	104	101	5	0	0.5	1	2	0
NC(=O)CSC1=Nc2ccccc2C2=NC(c3ccccc3)C(=O)N12 (stereo not given)	-1	100	14	104	97	-3	-3	-0.1	-1	-4	-1
CCCC(=O)Nc1sc(C)c(-c2ccc(C(C)CC)cc2)c1C#N (stereo not given)	1	98	53	99	99	-3	-3	1.3	5	-1	-2
COc1ccc(-n2c(=O)c3c4c(sc3n3c(=S)[nH]nc23)CCCC4)cc1	0	99	14	93	97	-7	-10	-0.5	-3	-1	-9
CCOC(=O)c1cccc(Nc2nc(C)cc(C)n2)c1	-4	101	13	98	100	-1	-5	0.5	3	0	-3
Cc1ccc(SC(CC(=O)c2ccc(C(C)(C)C)cc2)C(=O)O)cc1 (stereo not given)	0	102	14	102	101	-4	-2	-0.1	-1	-5	0
Cn1c(-c2cccc([N+](=O)[O-])c2)cnc1NCc1cccc([N+](=O)[O-])c1	0	101	23	101	96	-5	-3	0.8	5	-1	0
O=C(Nc1ccccc1C(F)(F)F)c1cc(-c2ccc(O)cc2)on1	-6	112	34	100	100	-11	-6	0.4	61	-5	0
Nn1c(Cc2cccc3ccccc23)nnc1SC1CCOC1=O (stereo not given)	0	100	15	95	94	1	3	-0.4	-2	-2	-1
COCCCNC(=O)C1CCCN(S(C)(=O)=O)C1 (stereo not given)	3	101	25	96	99	0	-1	0.6	12	-4	-1
Cc1noc(/C=C/c2ccco2)c1S(=O)(=O)N1CCC(C(=O)NC(C)c2ccccc2)CC1 (stereo not given)	-6	93	27	93	95	-7	0	2.9	3	-10	0
Cc1ccccc1NC(=O)C1CCCN1/C=C/C(=O)C(F)(F)F (stereo not given)	-3	100	13	99	103	-7	-8	0.1	1	-9	-6
Cc1cc(N2CCCC2=O)cc(C)c1S(=O)(=O)NCCOc1ccc(C(C)(C)C)cc1	-5	95	12	98	96	1	-4	1.0	11	-4	-3
Cc1ccc(C2(C(F)(F)F)N=C3Sc4cc(C)ccc4N3C(=O)N2)cc1 (stereo not given)	-1	98	20	100	104	2	-3	-0.6	-6	0	-1
O=C(CSc1ccc(-c2ccccn2)nn1)N1CCc2ccccc21	-2	97	12	99	?	-3	-3	-0.1	0	-3	-1
O=c1[nH]c(-c2ccccc2)nc2sc(-c3ccccc3)cc12	-4	106	23	104	101	-8	-4	-0.3	0	-4	-5

High-throughput results deposited in PubChem by NMMLSC.
